# From PubChem BioAssay
# ERAP1 HTS inh – ERAP1 (human) enzyme inhibition; Q9NZ08; recombinant ERAP1, Leu-AMC fluorescence, 60 min; inhibition, % at 10.7 µM; 340,000 tested, 0.15% active;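 active = mean replicate inhibition of at least 30%, or all replicates individually reaching that 30% level; inactive = mean below 30% and not every replicate reaching it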;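 note: 0% = neutral control wells and 100% = L-leucinethiol positive control wells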
# Target sequence (Q9NZ08 whole entry, looked up): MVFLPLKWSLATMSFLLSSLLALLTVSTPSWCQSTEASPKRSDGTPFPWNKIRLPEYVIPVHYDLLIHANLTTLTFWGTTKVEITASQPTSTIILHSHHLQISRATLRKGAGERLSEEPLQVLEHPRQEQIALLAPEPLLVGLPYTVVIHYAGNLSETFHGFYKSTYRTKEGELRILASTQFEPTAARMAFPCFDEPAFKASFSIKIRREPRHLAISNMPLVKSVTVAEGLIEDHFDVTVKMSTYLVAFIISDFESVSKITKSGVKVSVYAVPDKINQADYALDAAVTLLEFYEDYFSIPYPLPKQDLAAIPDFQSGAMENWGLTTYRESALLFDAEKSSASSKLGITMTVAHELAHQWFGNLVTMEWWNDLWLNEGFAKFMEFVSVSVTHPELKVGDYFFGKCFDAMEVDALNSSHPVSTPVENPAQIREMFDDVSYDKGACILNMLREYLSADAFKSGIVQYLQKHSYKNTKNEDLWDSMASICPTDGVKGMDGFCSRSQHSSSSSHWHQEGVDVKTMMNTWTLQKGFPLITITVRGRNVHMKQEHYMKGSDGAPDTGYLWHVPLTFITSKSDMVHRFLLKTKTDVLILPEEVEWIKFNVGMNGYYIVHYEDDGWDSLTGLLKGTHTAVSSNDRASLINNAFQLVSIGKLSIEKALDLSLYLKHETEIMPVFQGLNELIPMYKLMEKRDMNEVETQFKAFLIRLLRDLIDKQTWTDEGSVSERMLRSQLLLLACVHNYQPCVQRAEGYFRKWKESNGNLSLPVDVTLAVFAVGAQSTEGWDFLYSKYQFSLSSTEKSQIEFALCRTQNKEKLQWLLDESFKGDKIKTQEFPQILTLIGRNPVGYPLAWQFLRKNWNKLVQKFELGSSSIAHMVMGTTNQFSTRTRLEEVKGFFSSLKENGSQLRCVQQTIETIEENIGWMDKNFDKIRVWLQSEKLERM
# PGC1a acetyl inh – modulators of PGC1a acetylation. U2OS PGC1a acetylation, AlphaScreen anti-acetyl-lysine; with virally co-expressed GCN5 acetyltransferase. inhibition, % at 15.6 µM. 350,000 tested, 0.17% active. AID 651687;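 active = every replicate shows inhibition of at least 40%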;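 note: 0% = neutral control wells and 100% = positive control wells; some results beyond the cut were filed as inactive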
# PAX8 reporter – inhibitors of PAX8 transcriptional activity in RMG-I cells; RMG-I TPO-luciferase reporter, SteadyGlo, 24 h; inhibition, % at 12.6 µM; 360,000 tested, 1.2% active; AID 652154;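 active = mean replicate inhibition at least 60% with every replicate also reaching 60%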;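 note: luciferase light reporting Pax8 driven TPO promoter activity; plate controls were median of neutral control wells for no effect and mitoxantrone controls for full effect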
# FN deposit inh – fibronectin deposition inhibition. AH1F fibroblasts, Alexa488-fibronectin deposition fluorescence, overnight. 350,000 tested, 0.086% active. inhibition, % at 12.6 µM;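 active = mean inhibition across replicates of 30% or more, regardless of how many single replicates reach that level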;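 note: positive control wells lacked labelled fibronectin entirely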
#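 Material: AH1F fibroblasts assembling fluorescent fibronectin matrix; amount: 10000 AH1F cells/well; medium: DMEM, 2% serum; reagent: Alexa488-fibronectin, 24 nM final in well; dosing: single compound dose, delivered by pin transfer; incubation: 1 h adhesion, overnight exposure; detection: fluorescence after three HBSS washes, excitation 485 nm, emission 525 nm; measure: fibronectin deposition inhibition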
# LGR2 antag – Drosophila LGR2 receptor signaling inhibition; 380,000 tested, 0.35% active; inhibition, % at 9.99 µM; HEK293 LGR2, CRE-luciferase, bursicon-stimulated, 4 h;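 active = drop in luminescence signal, shown as inhibition above about 50% in the replicate tests, limit read from the data, passing the limit was not always enough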;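 note: agonist challenge used bursicon conditioned medium at about half maximal strength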
# EWS-Fli inh – blocks EWS/Fli oncoprotein-driven transcription. A673 NR0B1-luciferase reporter, viability-normalised. inhibition, % at 12.6 µM. 350,000 tested, 0.67% active. AID 651661;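 active = mean inhibition of at least 50% after viability correction, with every replicate also passing that limit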;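 note: firefly luciferase signal divided by Alamar Blue viability fluorescence both relative to DMSO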
# PglD inh – PglD (C. jejuni) enzyme inhibition; purified PglD enzyme, DTNB colorimetric CoA detection; inhibition, % at 12.5 µM; 360,000 tested, 0.098% active; in the data active = inhibition above about 16%, passing the limit was not always enough; note: strong numbers were not always called active
# S100A4 MyoIIA – inhibitors of human S100A4 binding to myosin IIA peptide; S100A4/TAMRA-MyoIIA peptide fluorescence polarization; inhibition, % at 10.7 µM; P26447; 360,000 tested, 0.14% active;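 active = mean inhibition of at least 70% across replicates, with every replicate also reaching that level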
# Target sequence (P26447 whole entry, looked up): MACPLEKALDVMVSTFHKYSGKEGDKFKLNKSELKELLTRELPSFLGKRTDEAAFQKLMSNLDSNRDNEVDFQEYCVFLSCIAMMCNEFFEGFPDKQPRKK
#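 Assay system: human S100A4 monomer with TAMRA-labelled myosin IIA peptide / Buffer or medium: Calcium-containing HEPES buffer, pH 7.2 / Reagent: TAMRA-labelled myosin IIA heavy-chain peptide probe, 5 nM / Compound: one dose per compound / Timing: polarization read 5 min after assay mix addition, stable 5–60 min / Benchmarks: neutral control DMSO, positive control TFP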
# Starred values were filed as active, the others as inactive; . = no result given. Rows were taken by chance. Share with any hit: about 2.1%.
SMILES,ERAP1 HTS inh,PGC1a acetyl inh,PAX8 reporter,FN deposit inh,LGR2 antag,EWS-Fli inh,PglD inh,S100A4 MyoIIA
C[C@@H]1CN([C@@H](C)CO)C(=O)Cc2cc(NC(=O)CCN3CCOCC3)ccc2O[C@@H]1CN(C)Cc1ccncc1,1.1,1.1,-12.8,.,-5.6,.,0.5,19.4
OC(CN1CCCCC1)Cn1c2ccc(Cl)cc2c2cc(Cl)ccc21 (stereo unspecified),-19.7,.,0.4,1.2,18.7,28.9,-5.7,-22.8
CN(CC(=O)NCCc1ccc(F)cc1)Cc1ccccc1,-1.7,5.8,-15.5,1.6,4.7,-10.1,3.5,-0.9
COc1ccc(NC(=O)CSc2[nH]c(=O)cc(C)c2C#N)cc1OC,-2.4,-12.2,.,.,0.0,4.1,1.3,-3.7
COCCN(CC(=O)Nc1cccc(C)c1C)C(=O)Cc1sc(C)nc1-c1ccc(F)cc1,-1.3,2.9,4.4,2.9,-2.6,-3.7,0.3,-1.1
COc1ccccc1CNCC(=O)NCc1ccc(C)cc1,0.2,-3.0,-0.9,6.8,-0.5,1.1,.,0.8
COc1cc(C2c3cc4c(cc3C(O)C3COCC23)OCO4)cc(OC)c1OC (stereo unspecified),1.0,-9.4,.,2.0,0.2,-0.6,2.2,-13.0
COCC#Cc1ccc([C@@H]2[C@H](CO)N3CCCCN(S(=O)(=O)c4ccccc4C)C[C@@H]23)cc1,-1.3,-7.2,14.5,.,1.8,20.3,-1.5,-0.6
O=S(=O)(NCC1CCCN(Cc2ccccc2)C1)c1cccc2cccnc12 (stereo unspecified),-1.1,.,1.1,-8.9,13.9,10.6,-4.9,-1.0
Cc1cc(C)n(S(=O)(=O)Cc2ccccc2)n1,1.8,0.9,.,.,-21.2,5.8,8.2,0.3
C[C@H]1COC(=O)CCCC/C=C\C[C@H](CC(=O)N(CCO)Cc2ccccc2)C(=O)N1,.,.,-23.5,-25.0,-8.2,-5.0,-1.0,-0.7
Cc1ccc(C(=O)N2CCN(c3ccc([N+](=O)[O-])cc3-n3cccc3)CC2)cc1,-0.9,-15.8,16.4,6.4,7.8,11.8,-2.6,-7.5
Cc1cc(C(=O)Nc2ncc(C)s2)c2ccccc2n1,-0.3,-2.9,13.7,-14.9,8.9,9.5,.,-3.1
CC(C)(C)n1nc2c(c1NC(=O)Cc1ccc(F)cc1)CS(=O)(=O)C2,1.6,-0.2,-3.9,2.0,0.1,-3.5,2.4,-1.1
Cc1ccc(S(=O)(=O)N(C)C[C@H]2Oc3cc(Br)ccc3S(=O)(=O)N([C@@H](C)CO)C[C@@H]2C)cc1,1.2,-35.5,40.1,.,-4.0,-9.8,-0.2,-3.1

# Four compounds picked at random from the list so far, as already listed:
SMILES,ERAP1 HTS inh,PGC1a acetyl inh,PAX8 reporter,FN deposit inh,LGR2 antag,EWS-Fli inh,PglD inh,S100A4 MyoIIA
Cc1cc(C(=O)Nc2ncc(C)s2)c2ccccc2n1,-0.3,-2.9,13.7,-14.9,8.9,9.5,.,-3.1
COc1ccccc1CNCC(=O)NCc1ccc(C)cc1,0.2,-3.0,-0.9,6.8,-0.5,1.1,.,0.8
COCC#Cc1ccc([C@@H]2[C@H](CO)N3CCCCN(S(=O)(=O)c4ccccc4C)C[C@@H]23)cc1,-1.3,-7.2,14.5,.,1.8,20.3,-1.5,-0.6
COCCN(CC(=O)Nc1cccc(C)c1C)C(=O)Cc1sc(C)nc1-c1ccc(F)cc1,-1.3,2.9,4.4,2.9,-2.6,-3.7,0.3,-1.1

# The listing continues:
SMILES,ERAP1 HTS inh,PGC1a acetyl inh,PAX8 reporter,FN deposit inh,LGR2 antag,EWS-Fli inh,PglD inh,S100A4 MyoIIA
C[C@H]1CN([C@@H](C)CO)C(=O)c2cccc(NC(=O)Nc3cccc4ccccc34)c2O[C@H]1CN(C)Cc1ccc2c(c1)OCO2,2.1,-6.3,14.1,1.9,-13.1,.,0.9,-2.8
CN(C[C@H](c1ccccc1)N(C[C@H](Cc1ccccc1)N(CCc1ccccc1)N=O)N=O)N=O,-0.4,.,45.2,1.9,12.9,13.5,3.2,-4.1
Cc1cc(Cl)c2oc(C(=O)N3CCN(c4cccc(C)n4)CC3)c(C)c2c1,-2.5,.,-207.7,0.1,-63.0,-114.9,-5.3,-1.6
COc1ccc(-c2nnc(-c3cccnc3)o2)cc1OC,.,5.8,.,-0.8,-13.0,.,7.8,.
Cc1cccc(Cl)c1NC(=S)NCCc1ccccn1,5.1,.,0.4,2.9,3.3,4.7,.,-10.9
COc1ccc(/C=C2\CCc3ccccc3C2=O)cc1CN1CCOCC1,4.0,-0.7,6.6,5.9,-28.2,-29.1,-0.2,18.4
C[C@H](CO)N1C[C@H](C)[C@@H](CN(C)C(=O)Nc2ccc3c(c2)OCO3)OCCCC[C@H](C)Oc2ccc(NC(=O)c3ccncc3)cc2C1=O,-1.6,3.1,.,-0.9,4.7,-51.8,1.1,1.7
O=C(Cc1ccc(-c2ccccc2)cc1)OCC(=O)N1CCCC1=O,4.2,-13.6,-7.5,2.7,-17.8,-0.7,.,-3.1
COc1cc(-c2nc(CN3CCN(c4ncccn4)CC3)c(C)o2)ccc1F,0.1,3.6,-32.0,-1.7,16.9,3.3,.,-3.3
Cc1cc(C)c(C2=CC(=O)C[C@H](c3ccc4c(c3)OCO4)C2)c(C)c1,.,-2.1,-14.6,-7.8,1.3,-1.4,3.1,-0.9
C[C@@H]1CN([C@@H](C)CO)S(=O)(=O)c2ccc(C#CCN(C)C)cc2O[C@H]1CN(C)Cc1cccnc1,1.9,-2.0,.,-8.3,11.6,-1.0,-3.5,6.9
CCOC(=O)[C@]12CCCC=C1N(CCC1=CCCCC1)C(=O)[C@H](CC(=O)N1CCN(C(=O)C3CC3)CC1)C2,-1.7,.,-24.1,-2.6,20.8,0.4,.,1.0
NC(CO)c1csc(NC(=O)Nc2cccc(Cl)c2)n1 (stereo unspecified),-2.5,5.7,1.0,-16.0,-8.0,-21.0,-2.5,-3.9
Cc1ccc(S(=O)(=O)Nc2ccc(Nc3nccn4c(-c5ccc6ccccc6c5)cnc34)cc2)cc1,-4.5,-32.2,-11.2,-2.9,.,-8.6,4.4,-5.7
O=C(Nc1ccc(N2CCN(c3ccccc3)CC2)c(F)c1)C1CC1,0.5,.,-8.7,.,-33.3,-2.0,4.0,3.4
CC1(C)C(N(O)C(=O)Nc2ccc(Cl)cc2)N(c2ccc(Cl)cc2)C(=O)N1CC(=O)NN (stereo unspecified),-2.0,6.5,.,.,5.3,.,-1.2,-2.8
Cc1ccc(-c2nc(SCC(=O)N(C)c3c(N)n(Cc4ccccc4)c(=O)[nH]c3=O)n[nH]2)cc1,2.0,-0.3,0.4,.,6.0,.,-2.3,-1.6
Cc1ccc(-c2ccc(=O)n(CC(=O)NCc3ccc(F)cc3)n2)cc1,.,2.8,-2.2,7.9,-16.3,-2.6,-1.2,-4.3
CC[C@@H](C)[C@@H]1CN([C@@H](C)CN2CCC[C@H]2CN2C(N)=NC[C@H]2CC(C)C)C(=N)N1CCc1ccc(Cl)c(Cl)c1,8.3,.,13.1,4.1,-0.8,-0.2,3.3,6.8
CC(C)(C)[C@@H]1CCC(=O)N(CC[C@H](Sc2ccc(Br)cc2)c2ccccc2)CC1,-1.0,.,23.5,-14.2,19.7,16.0,-0.9,-18.8
CCCCN(C(=O)c1ccccc1OCc1ccc(F)cc1)c1c(N)n(CCC)c(=O)[nH]c1=O,1.1,-5.9,-6.5,-8.5,-13.6,3.5,-3.2,0.9
Nc1nonc1-n1nnc(C(=O)N/N=C/c2cccc(F)c2)c1-c1ccc2c(c1)OCO2,1.8,-0.1,-0.2,1.9,6.1,.,-3.8,2.2
O=C(OCC1CCCN2CCCCC12)c1ccc2c(c1)OCO2 (stereo unspecified),-2.3,14.7,.,0.8,-3.6,.,-3.8,-10.7
Oc1ccccc1C=NN=C1c2ccccc2-c2ccccc21,1.3,.,-42.0,5.6,-73.6,-14.7,.,0.8
C[C@@H]1CN([C@@H](C)CO)C(=O)c2cc(NC(=O)Nc3ccc4c(c3)OCO4)ccc2O[C@@H]1CN(C)C(=O)Nc1ccc2c(c1)OCO2,-1.1,14.4,6.8,.,5.4,-9.4,-2.5,2.6
CC(C)Nc1nnc(SCC(=O)c2c[nH]c3ccccc23)s1,.,-10.5,18.8,0.4,2.0,.,7.2,.
O=C(CSc1ccc2nnc(CCNC(=O)c3ccc(F)cc3)n2n1)NCc1ccco1,-0.9,-2.8,-0.3,-5.8,1.9,-47.4,-1.8,0.2
O=C(c1ccc(COc2ccc(F)cc2)o1)n1cc(Br)cn1,.,9.6,50.7,7.7,.,.,7.1,.
O=C(CCN1C(=O)/C(=C\c2ccccc2)SC1=S)N1CCCCC1,-1.6,-7.4,-5.8,3.2,-0.6,-9.6,-3.2,-0.5
CCc1nnc(NC(=O)c2cccc(S(=O)(=O)N3CCCC3)c2)s1,3.7,3.1,-22.6,-4.4,-5.9,4.0,5.9,-5.0
CC(C)[C@H](NC(=O)OCc1ccccc1)C(=O)OCC(=O)N1CCCCC1,-5.7,-9.1,.,0.3,-29.9,-13.6,-4.0,6.1
COc1cc(NC(=O)c2cccc([N+](=O)[O-])c2)ccc1NC(=O)c1cc2ccccc2o1,-1.5,.,-6.7,-14.6,-2.7,5.8,3.0,0.9
Nn1c(COc2ccc(Cl)cc2)n[nH]c1=S,0.9,5.3,18.2,-6.7,-12.2,10.5,-5.1,-7.1
Cc1ccc(-c2nnc(NC(=O)c3ccco3)o2)c(C)c1,1.6,.,-52.1,-6.3,21.4,1.4,4.2,-2.6
C[C@H]1CN([C@@H](C)CO)S(=O)(=O)c2ccc(-c3ccccc3F)cc2O[C@H]1CN(C)C(=O)C1CC1,0.5,-8.4,.,.,-10.5,5.4,-2.3,3.5
Cc1nn(C)cc1/C=C/C(=O)c1ccc(O)cc1,.,-4.1,-174.6,-12.0,-28.8,.,-3.3,.
O=C(Nc1ccc(Cl)cc1Cl)c1ccc(Br)o1,0.7,0.4,-24.1,-7.5,-41.3,-77.1,-3.0,-7.1
CO[C@@H]1CC[C@H]2CCN(C)C(=O)C[C@H](c3ccccc3)CN(C)C(=O)c3cc(C#N)ccc3OC[C@H]1O2,2.0,.,8.0,1.5,12.0,4.4,-2.1,7.0
O=C(NNC(=O)c1ccc(-n2cncn2)c([N+](=O)[O-])c1)c1cccc(Cl)c1,2.6,.,-2.1,0.5,-25.2,-11.2,.,-8.0
O=C(NCC[C@H]1CC[C@@H](NC(=O)c2ccc3c(c2)OCO3)[C@@H](CO)O1)Nc1cc(F)ccc1F,-0.8,-2.1,-16.8,0.7,1.0,-3.8,-2.9,-1.8
CC(C)C[C@@H]1NC(=O)[C@@H]2C[C@H](C(=O)NCc3ccc(F)cc3)[C@H](c3ccc(O)cc3)N2C1=O,3.5,-1.1,2.1,.,.,1.4,6.2,-12.9
COc1ccccc1-c1ccccc1[C@@H]1[C@@H](C#N)N(C(=O)CN(C)C)[C@H]1CO,0.7,.,.,3.7,11.0,-13.8,.,4.1
COc1ccc2c(c1)c1nc3n(c(=O)c1n2CC(=O)Nc1ccccc1)CCS3,-6.4,.,-0.6,0.9,-6.1,.,1.0,-5.3
O=C(Cc1c[nH]c2ccccc12)Nc1ccc(Nc2cccnc2)c(-c2ccc(OC(F)(F)F)cc2)c1,-2.5,.,46.2,-0.6,15.7,20.7,.,-6.6
C[C@H](c1ccccc1)N1C[C@H](COCc2ccccc2)Oc2cc(N3CC[C@@H](O)C3)ccc2S1(=O)=O,.,.,18.0,.,15.3,4.7,.,-8.3
